Assay outcomes (PubChem BioAssay)
UBC13 polyUb: inhibitors of human UBC13 polyubiquitin chain formation. TR-FRET. P61088. inhibition, % at 20 µM. 330,000 compounds, 0.47% hits; in the data active = inhibition above about 45%, passing the limit was not always enough
Gli-Sufu antag: blocks Gli-Sufu signaling in a luciferase reporter. Sufu-KO-LIGHT fibroblasts, Gli luciferase reporter luminescence. AID 588413. inhibition, % at 5 µM. 340,000 compounds, 0.74% hits;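 active = inhibition above about 55%, limit read from the data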;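 note: 0% = DMSO-treated cells and 100% = wells with medium but no cells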
Jurkat NFkB inh: inhibitors of the PMA/ionomycin-induced NF-kB reporter in Jurkat cells. inhibition, % at 4 µM. AID 435003. 330,000 compounds, 0.53% hits. PMA/ionomycin-induced NF-kB luciferase reporter, luminescence
697 NFkB inh: inhibitors of the PMA/ionomycin-induced NF-kB reporter in 697 B cells; AID 435022; 330,000 compounds, 0.33% hits; 697 B-cell NF-kB luciferase reporter, 16 h; inhibition, % at 4 µM; in the data active = inhibition above about 35%
Apaf1 inhib: blocks human Apaf-1 apoptosome activity. reconstituted apoptosome caspase-3 activity, DEVD-Rh110 fluorescence. inhibition, % at 20 µM. 330,000 compounds, 0.71% hits; active = inhibition of at least 40% at 20 µM;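 note: plate controls were DMSO wells for no effect and DEVD-CHO caspase inhibitor wells for full effect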
Target sequence (O14727 whole entry, looked up): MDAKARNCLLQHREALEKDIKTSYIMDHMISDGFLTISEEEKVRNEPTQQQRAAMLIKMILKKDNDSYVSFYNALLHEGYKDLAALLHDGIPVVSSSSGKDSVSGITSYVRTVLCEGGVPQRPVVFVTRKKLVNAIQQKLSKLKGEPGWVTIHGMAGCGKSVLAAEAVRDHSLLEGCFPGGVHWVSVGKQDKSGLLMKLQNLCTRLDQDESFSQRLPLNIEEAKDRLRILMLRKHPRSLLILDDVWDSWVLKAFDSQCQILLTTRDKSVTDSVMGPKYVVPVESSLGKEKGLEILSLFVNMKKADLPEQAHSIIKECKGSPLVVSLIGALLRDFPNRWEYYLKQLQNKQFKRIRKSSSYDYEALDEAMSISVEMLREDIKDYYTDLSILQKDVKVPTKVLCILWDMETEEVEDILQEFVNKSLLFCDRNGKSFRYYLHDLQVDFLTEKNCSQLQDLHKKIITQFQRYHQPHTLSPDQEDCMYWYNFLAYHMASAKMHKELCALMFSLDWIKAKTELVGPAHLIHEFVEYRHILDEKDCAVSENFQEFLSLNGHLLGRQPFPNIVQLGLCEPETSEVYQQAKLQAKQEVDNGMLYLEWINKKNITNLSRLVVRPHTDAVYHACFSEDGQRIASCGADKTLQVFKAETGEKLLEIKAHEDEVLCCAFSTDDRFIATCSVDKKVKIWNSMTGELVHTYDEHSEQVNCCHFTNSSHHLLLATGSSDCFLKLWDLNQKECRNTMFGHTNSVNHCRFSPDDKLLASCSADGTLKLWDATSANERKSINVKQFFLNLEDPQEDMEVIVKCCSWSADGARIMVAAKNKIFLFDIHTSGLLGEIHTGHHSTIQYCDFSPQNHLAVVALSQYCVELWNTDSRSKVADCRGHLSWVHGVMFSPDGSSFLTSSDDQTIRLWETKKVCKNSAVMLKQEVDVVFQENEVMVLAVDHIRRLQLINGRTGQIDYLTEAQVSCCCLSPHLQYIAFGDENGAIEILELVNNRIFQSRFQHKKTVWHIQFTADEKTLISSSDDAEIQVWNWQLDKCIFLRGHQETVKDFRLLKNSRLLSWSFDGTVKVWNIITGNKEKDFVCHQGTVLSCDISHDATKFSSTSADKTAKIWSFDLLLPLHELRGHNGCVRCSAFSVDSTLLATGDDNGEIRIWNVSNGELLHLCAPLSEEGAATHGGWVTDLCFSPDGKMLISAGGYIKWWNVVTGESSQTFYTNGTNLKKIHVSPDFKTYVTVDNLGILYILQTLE
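detection = Rh110 fluorescence intensity | test system = biochemical Apaf-1 apoptosome reconstitution | also added = cytochrome c and DEVD-Rh110 substrate | schedule = 30 min plus 50 min, RT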
SENP7 inh: blocks the human protease SENP7; Q9BQF6; recombinant SENP7, Z-RLRGG-aminoluciferin luminescence, 40 min; inhibition, % at 5 µM; 330,000 compounds, 1.5% hits;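 active = inhibition above about 50% at the single test dose, limit read from the data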;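 note: plate controls were DMSO with enzyme for no effect and no enzyme buffer wells for full effect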
HKDC1 inhibitor: HKDC1 (human) hexokinase inhibition | AID 493160 | 340,000 compounds, 0.16% hits | recombinant HKDC1, G6PDH/diaphorase resazurin coupled fluorescence | inhibition, % at 20 µM;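 active = inhibition above about 35% when tested at 20 µM, limit read from the data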;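 note: plate controls were DMSO wells with enzyme for no effect and DMSO wells lacking enzyme for full effect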
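Test system: HK5 enzyme. Quantity: 5 µg/mL HK5 final. Reagent: glucose and ATP substrates. Schedule: 90 min reaction incubation at room temperature, dark. Technique: resazurin-to-resorufin fluorescence via G6PDH and diaphorase coupling, 525/613 nm. Control set: DMSO wells with and without enzyme mix.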
SENP8 inh: inhibitors of human SENP8 protease; Q96LD8; AID 2540; 330,000 compounds, 1.2% hits; purified SENP8, Z-RLRGG-aminoluciferin cleavage, luminescence; inhibition, % at 10 µM
The depositor's hits bear a star; nt = not tested or not shown; & = joins results of further samples. Cut-off read from the data, not from the text of the source, unless noted: active = inhibition above about 50%; inactive = the rest.

1. C=CCN1C(=O)C(C)(C)N(C(C)=O)c2ccccc21
2. CC(CC(=O)Nc1ccccc1)n1ccnc1 (configuration not stated)
3. CCN1CCN(c2ncc(C(=O)Nc3ccccc3C(=O)OC)c3ccccc23)CC1
4. O=C(Nc1cccc2ccccc12)c1ccc(Cn2cc(Cl)cn2)cc1
5. O=C(/C=C/c1ccco1)NC(=S)Nc1nc(-c2ccc3ccccc3c2)cs1

Assay by compound	1	2	3	4	5
UBC13 polyUb	9	10	11	2	-9
Gli-Sufu antag	-6	-12	16	3	-13
Jurkat NFkB inh	8	-4	7	-5	21
697 NFkB inh	0	10	-22	-8	-80
Apaf1 inhib	-10	-1	21	15	3
SENP7 inh	-6	-7	0	5	-9
HKDC1 inhibitor	11	1	-2	3	-1
SENP8 inh	-2	1	4	-6	-13

6. Cc1ccc(CNC(=O)C2CCN(S(=O)(=O)N3CCC4(CC3)OCCO4)CC2)cc1
7. CCOc1ccc(NC(=O)CN(c2ccc(OC)cc2)S(=O)(=O)c2cccs2)cc1
8. CC(=O)c1ccc(S(=O)(=O)Nc2ccc(-n3c(C)nc4ccccc4c3=O)cc2)cc1
9. CCOC(=O)N1CCC(NC(=O)C(Cc2ccccc2)NC(=O)c2ccco2)CC1 (configuration not stated)
10. C[C@@H]1CC=C[C@H]2[C@H]1C(=O)N(Cc1ccccc1)[C@H]2c1ccc(F)c(-c2ccc(N(C)C)cc2)c1

Assay by compound	6	7	8	9	10
UBC13 polyUb	3	1	-3	3	2
Gli-Sufu antag	-13	-9	7	1	12
Jurkat NFkB inh	6	-9	-4	7	22
697 NFkB inh	13	-16	3	10	12
Apaf1 inhib	5	17	11	-1	18
SENP7 inh	0	-11	5	-5	-1
HKDC1 inhibitor	-7	-4	1	2	4
SENP8 inh	4	-16	-6	-4	-2

11. COc1ccc(Cc2nc3ccc(S(=O)(=O)N4CCOCC4)cc3[nH]2)cc1OC
12. CCCNC(=O)c1ccc2c(c1)nc(C)n2-c1cccc(Cl)c1
13. Cc1ccc(C(C)C)c(OCCCN2C(=O)NC(C)(C)C2=O)c1
14. Cc1c(C(=O)O)oc2c1C(O)CC(C)(C)C2 (configuration not stated)
15. Cc1ccc(-c2n[nH]c(Cc3ccccc3)n2)cc1

Assay by compound	11	12	13	14	15
UBC13 polyUb	-7	4	-8	-20&2	-8
Gli-Sufu antag	1	15	7	6&5	-21
Jurkat NFkB inh	10	-14	-15	-7&2	-91
697 NFkB inh	-4	15	-19	-29&2	-80
Apaf1 inhib	-2	2	10	4&6	-12
SENP7 inh	-1	5	-2	-5&6	8
HKDC1 inhibitor	8	0	-7	24&-4	2
SENP8 inh	-9	1	-12	-7&-1	-5

Among those listed so far, these have an NH in an aromatic ring.
11. COc1ccc(Cc2nc3ccc(S(=O)(=O)N4CCOCC4)cc3[nH]2)cc1OC
15. Cc1ccc(-c2n[nH]c(Cc3ccccc3)n2)cc1

Assay by compound	11	15
UBC13 polyUb	-7	-8
Gli-Sufu antag	1	-21
Jurkat NFkB inh	10	-91
697 NFkB inh	-4	-80
Apaf1 inhib	-2	-12
SENP7 inh	-1	8
HKDC1 inhibitor	8	2
SENP8 inh	-9	-5

Further results follow.
16. COc1ccc(N2CCN(C3CC(=O)N(Cc4ccccc4)C3=O)CC2)cc1 (configuration not stated)
17. Cc1ccc(C)c2sc(NC(=O)C3CC3)nc12
18. CCOC(=O)C1CCCN(C(=O)c2ccc3c(c2)N(Cc2ccccc2)C(=O)c2ccccc2S3=O)C1 (configuration not stated)
19. CCOC(=O)N1CCN(S(=O)(=O)CCNC(=O)c2cccc(OC)c2)CC1
20. O=C(CCc1ccccc1)N1CCN(c2ccccn2)CC1

Assay by compound	16	17	18	19	20
UBC13 polyUb	12	16	-9	-4	-1
Gli-Sufu antag	5	8	-1	2	-9
Jurkat NFkB inh	1	3	10	-1	-27
697 NFkB inh	-7	19	-32	-3	-3
Apaf1 inhib	1	3	15	-2	-8
SENP7 inh	5	-6	-6	-7	-1
HKDC1 inhibitor	-2	-2	-11	-1	-7
SENP8 inh	3	-3	6	-4	-8

Three compounds already listed, arranged by heavy-atom count, rising:
19. CCOC(=O)N1CCN(S(=O)(=O)CCNC(=O)c2cccc(OC)c2)CC1
16. COc1ccc(N2CCN(C3CC(=O)N(Cc4ccccc4)C3=O)CC2)cc1 (configuration not stated)
18. CCOC(=O)C1CCCN(C(=O)c2ccc3c(c2)N(Cc2ccccc2)C(=O)c2ccccc2S3=O)C1 (configuration not stated)

Assay by compound	19	16	18
UBC13 polyUb	-4	12	-9
Gli-Sufu antag	2	5	-1
Jurkat NFkB inh	-1	1	10
697 NFkB inh	-3	-7	-32
Apaf1 inhib	-2	1	15
SENP7 inh	-7	5	-6
HKDC1 inhibitor	-1	-2	-11
SENP8 inh	-4	3	6

Following part:
21. O=C1Nc2c(ccc(Cl)c2Cl)C(=O)C1(F)c1ccccc1 (configuration not stated)
22. C=CCc1cccc(/C=N/NC(=O)c2ccccc2OC)c1O
23. O=C(COc1ccccc1)Nc1ccc(OC(F)(F)C(F)F)c(NC(=O)COc2ccccc2)c1
24. CC(C)N(Cc1ccccc1)C(=O)CN1C(=O)c2ccccc2C1=O
25. CCOC(=O)c1c(C)[nH]c(C)c1C(=O)COC(=O)/C=C/c1ccco1

Assay by compound	21	22	23	24	25
UBC13 polyUb	0	3	3	7	-5
Gli-Sufu antag	2	-5	61*	0	-4
Jurkat NFkB inh	3	16	-29	-11	-9
697 NFkB inh	22	-13	12	4	3
Apaf1 inhib	-39	-8	-2	-7	1
SENP7 inh	4	2	-2	5	1
HKDC1 inhibitor	6	-8	-3	-3	9
SENP8 inh	2	-6	3	1	-5

26. CC1CCCN(C(=O)CSc2nc3ncccc3[nH]2)C1 (configuration not stated)
27. CN(C)S(=O)(=O)c1ccc(N2CCCC2)c(C(=O)NCC2CCCO2)c1 (configuration not stated)
28. Cc1[nH]c2ccccc2c1C(=O)CSc1ccc(Cl)cc1
29. Cc1ccc(CNC(=O)C2CNc3cc(C)ccc3O2)cc1 (configuration not stated)
30. CCOC(=O)c1cnc(SCC(=O)NCc2cccs2)nc1N

Assay by compound	26	27	28	29	30
UBC13 polyUb	6	3	-7	4	0
Gli-Sufu antag	-2	-6	-22	47	2
Jurkat NFkB inh	4	12	-23	2	-5
697 NFkB inh	23	14	-10	5	10
Apaf1 inhib	-8	0	2	-4	-15
SENP7 inh	6	-10	-8	-3	3
HKDC1 inhibitor	0	-3	-2	-6	-4
SENP8 inh	-1	11	-2	-4	2

31. Cc1ccc(N(CCC#N)C(=O)CN2C(=O)NC(Cc3ccccc3)C2=O)cc1 (configuration not stated)
32. Cc1c(C(=O)Nc2ccc3c(c2)CCC3)cccc1[N+](=O)[O-]
33. CCOC(=O)c1c(C)[nH]c(C(=O)CSc2nccc(C)n2)c1C
34. CCN(CC)S(=O)(=O)c1ccc(-c2nnco2)cc1
35. COC(=O)c1c(NC(=O)CN2C(=O)C(=O)N(C(C)C)C2=O)sc(C)c1C

Assay by compound	31	32	33	34	35
UBC13 polyUb	-12	-9	-6	-5	-13
Gli-Sufu antag	2	-56	-40	0	-1
Jurkat NFkB inh	-4	-64	-60	-14	9
697 NFkB inh	-36	-44	-125	-16	13
Apaf1 inhib	15	3	2	8	-1
SENP7 inh	-7	6	-1	-3	8
HKDC1 inhibitor	8	-6	-12	2	0
SENP8 inh	-5	-5	-10	-8	-6

36. O=C(Nc1cccc([N+](=O)[O-])c1)c1ccc2c(c1)C(=O)N(c1ccccn1)C2=O
37. COc1cccc(OCC(=O)O)c1
38. COc1cc(/C=N/NC(=O)NC2CCCCC2)ccc1O
39. CC1CCCC(NC(=O)CCn2c(=S)oc3ccccc32)C1C (configuration not stated)
40. Cc1ccc(S(=O)(=O)N2CCOCC2)cc1C(=O)N1CCN(c2ccc(C(F)(F)F)cn2)CC1

Assay by compound	36	37	38	39	40
UBC13 polyUb	8	-1	5	-3	12
Gli-Sufu antag	-1	6	-39	-4	10
Jurkat NFkB inh	2	-3	-3	-3	18
697 NFkB inh	-1	19	4	1	2
Apaf1 inhib	7	-6	-10	-1	1
SENP7 inh	-23	0	4	-1	0
HKDC1 inhibitor	2	-4	2	-4	-1
SENP8 inh	-37	3	0	-4	-7

41. CN1CC(=O)N2C(c3cccc([N+](=O)[O-])c3)c3[nH]c4ccccc4c3C[C@H]2C1=O (some centres not stated)
42. CC1Sc2ccc(S(=O)(=O)N3CCC(C(=O)Nc4cccc(Cl)c4)CC3)cc2NC1=O (configuration not stated)
43. CCOc1ccc(OCC)c(NC(=O)CCCN2C(=S)NC(C)(C)CC2C)c1 (configuration not stated)
44. O=[N+]([O-])c1ncn(C23CC4CC(CC(C4)C2)C3)n1
45. COc1ccc(-c2cc(C(=O)N3CCCCCC3)c3cc(C)ccc3n2)cc1

Assay by compound	41	42	43	44	45
UBC13 polyUb	6	2	-3	-5	22
Gli-Sufu antag	12	37	10	2	7
Jurkat NFkB inh	7	10	2	-21	-3
697 NFkB inh	20	0	-26	-38	-42
Apaf1 inhib	-3	24	-2	9	18
SENP7 inh	-3	8	12	-1	-6
HKDC1 inhibitor	-4	4	-6	0	4
SENP8 inh	-2	0	7	-1	2

46. N#CCc1ccc(OC(=O)c2cccnc2)cc1
47. CCOC(=O)c1c(NC(=O)c2cc(C)on2)c2cc([N+](=O)[O-])ccc2n1C
48. Cn1c(C(=O)N2CCC(C(=O)NCc3ccccc3)CC2)cc2sccc21
49. O=C(/C=C/c1ccc([N+](=O)[O-])cc1)c1ccco1
50. C=CCN1C(c2ccc(OCC)cc2)=CS/C1=C(\C#N)c1nnc2n1CCCCC2

Assay by compound	46	47	48	49	50
UBC13 polyUb	-3	3	1	8	1
Gli-Sufu antag	-1	-2	3	6	-2
Jurkat NFkB inh	13	9	6	2	32
697 NFkB inh	1	-16	3	20	11
Apaf1 inhib	-5	-15	-5	-11	3
SENP7 inh	-7	0	-9	-2	3
HKDC1 inhibitor	-2	-6	-7	8	-8
SENP8 inh	-8	3	-6	1	-4

51. C=CCNC(=O)c1cccc2c1C(=O)c1ccc(N3CCOCC3)cc1S2(=O)=O
52. CCN(Cc1ccccc1)C(=O)c1ccc(N(C)S(=O)(=O)c2ccc(C)cc2)cc1
53. N=C1SCC(=O)N1c1nc(-c2ccccc2)cs1
54. CCOc1ccccc1C(=O)NC(C(=O)NCc1ccccc1OC)C(C)C (configuration not stated)
55. CCOC(=O)c1ccc(OCc2nc(-c3cccs3)no2)cc1

Assay by compound	51	52	53	54	55
UBC13 polyUb	-42	10	-1	10	3
Gli-Sufu antag	-3	7	-72	2	-4
Jurkat NFkB inh	2	5	-38	2	-3
697 NFkB inh	19	0	-154	-1	-10
Apaf1 inhib	10	31	0	2	3
SENP7 inh	1	-2	87*	7	4
HKDC1 inhibitor	3	-3	-12	-5	-4
SENP8 inh	2	2	89*	8	19

56. CCOc1ccc(C(=O)OCC(=O)Nc2ccc3c(c2)OCCO3)cc1OC
57. O=C(/C=C/c1cn(CC(O)CN2CCCCCC2)c2ccccc12)c1cccs1 (configuration not stated)
58. CCCCNC(=O)Oc1c(Br)cc2sc(=O)oc2c1Br
59. O=C(O)CC(NS(=O)(=O)c1cccc2nsnc12)c1ccc(F)cc1 (configuration not stated)
60. CCOC(=O)c1sc(=S)n(C)c1NC(=O)c1ccc(C(C)(C)C)cc1

Assay by compound	56	57	58	59	60
UBC13 polyUb	2	13	-24	-2	0
Gli-Sufu antag	-3	6	nt	23	13
Jurkat NFkB inh	-2	-3	-16	13	-4
697 NFkB inh	2	-17	7	15	-21
Apaf1 inhib	-5	14	21	-7	8
SENP7 inh	4	9	-10	0	4
HKDC1 inhibitor	-6	0	nt	-2	1
SENP8 inh	4	-1	3	-1	-1
